TTR transcr act: TTR transcription activation, primary screen; actives 1.3% (n = 92,000); SH-SY5Y TTR promoter Gaussia luciferase, luminescence; 100% = recombinant luciferase protein wells; activation, % at 16.7 µM;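 active = activation above the mean of all tested compounds plus 3 SD, cut at about 9.5% in these data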;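 also: cells exposed to compounds for one day before reading; 0% = median of all test compound wells on the plate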
Numbers without * were called inactive. This is a subset; rates above refer to the full screens.

TTR transcr act | SMILES
0.1 | CC(/C=N\NC(=O)Cn1cncn1)=C/c1ccc(C(C)C)cc1
4.5 | NC(=O)C1CCN(C(=O)CN(c2cccc(C(F)(F)F)c2)S(=O)(=O)c2ccccc2)CC1
2.8 | Cn1c(=O)c(=O)n(C)c2cc([N+](=O)[O-])c(N3CCOCC3)cc21
-5.5 | Cc1c(C(=O)NCC2COc3ccccc3O2)oc2ccc(S(=O)(=O)N3CCOCC3)cc12 (stereo not drawn)
0.1 | CC1CCCCN1C(=O)c1ccc(C(=O)c2ccccc2)cc1 (stereo not drawn)
1.2 | O=C(Nc1ccon1)c1ccc(Cl)s1
-0.6 | COc1cc(NC(=O)c2noc3c2CCC3)c(OC)cc1Cl
0.1 | COc1ccc(C(=O)NCCc2nnc3ccc(SCC(=O)N4CCCC4)nn23)cc1
0.1 | O=C(NCCc1c[nH]c2ccccc12)C(=O)NCC1OCCCN1S(=O)(=O)c1ccc(F)cc1 (stereo not drawn)
-1.4 | CSCCC(NC(=O)COc1ccccc1)C(=O)N(C)Cc1ccc(Cl)cc1Cl (stereo not drawn)
-0.2 | O=C(CN1CCCC1)OCCCC1CCCCC1
1.5 | COC(=O)c1ccccc1S(=O)(=O)Nc1ccc(OC)nc1
-0.8 | O=C(Cn1cnc2ccccc2c1=O)NCCC(=O)Nc1ccc(F)cc1
-1.1 | O=C(Nc1cc(F)ccc1F)C1CCCN1S(=O)(=O)c1cccc2nsnc12 (stereo not drawn)
-2.5 | O=C1/C(=C/c2ccc(Cl)cc2)SC(=S)N1CCC(=O)N1CCCCC1CCO (stereo not drawn)
0.4 | CCc1ccc(CN2CCC(CO)(CC3CCCCO3)CC2)o1 (stereo not drawn)
0.0 | CCOc1ccccc1OCC(=O)NCCc1ccc(S(N)(=O)=O)cc1
-1.7 | CN(C)c1ccc(/C=C/C(=O)c2cccc(Br)c2)cc1
-0.3 | CC(C)[C@H]1/C(=C/C2CC2)N2C(=O)C[C@H](c3cccc(C(F)(F)F)c3)N=C2N1Cc1ccc2c(c1)OCO2
6.8 | O=C(NC12CC3CC(CC(C3)C1)C2)c1ccc(S(=O)(=O)N2CCOCC2)cc1
-0.9 | COc1ccc(CCN(/C=C2\Sc3ccccc3C2=O)C(C)=O)cc1OC
-2.6 | O=C(COc1ccc2ccccc2c1)Nc1ccc2c3c(cccc13)CC2
0.6 | Cc1cc(C(=O)CSc2nc(N)cc(=O)[nH]2)c(C)n1Cc1ccco1
-2.6 | COc1ccc(-c2cc3nc(C)cc(N)n3n2)cc1
1.8 | O=C(COc1ccccc1F)NC12CC3CC(CC(C3)C1)C2
1.2 | COCCNS(=O)(=O)c1cc(OC)c(Cl)cc1Cl
1.6 | CC(Cl)C(=O)Nc1ncc(C(F)(F)F)cc1Cl (stereo not drawn)
0.4 | CS(=O)(=O)c1cccc(-c2csc(N3CCC(C(N)=O)CC3)n2)c1
1.1 | CCC(C(=O)O)N1C(=O)C2CCCCC2C1=O (stereo not drawn)
2.3 | CCN1CCN(C(=O)CN(Cc2ccccc2)S(C)(=O)=O)CC1
0.8 | O=C(c1ccc(Cl)s1)N1CCN(S(=O)(=O)c2ccc(Cl)cc2)CC1
-0.6 | COc1ccc(-c2nc(SCC(=O)NC3CCCC3)c(-c3ccc(OC)cc3)[nH]2)cc1
-1.1 | O=[N+]([O-])/C=C/c1cc2ccccc2[nH]1
-0.6 | O=C(Nc1ccc(N2CCCC2)cc1)c1cccc(-c2cc3ccccc3oc2=O)c1
-2.4 | Cc1cc(NCCCn2ccnc2)n2nc(-c3ccc(Cl)cc3)cc2n1
-0.5 | Cc1nc([N+](=O)[O-])c(SCC(O)CCl)n1Cc1ccc(Cl)cc1 (stereo not drawn)
-2.4 | CC(=O)Nc1ccc(S(=O)(=O)NCCS(=O)(=O)N2CCN(c3ccccc3)CC2)cc1
0.0 | CCC(C(=O)NCCc1ccc(S(N)(=O)=O)cc1)c1ccccc1 (stereo not drawn)
-2.9 | CC1(C)CCC[C@]2(C)[C@H]3Cc4cc(O)ccc4O[C@]3(C)CC[C@@H]12
0.9 | Cc1ccc(SC[C@H](c2ccccc2)N2CCN(C)CCC2=O)cc1
0.4 | CCOC(=O)c1cccc(S(=O)(=O)N2CCCC2)c1
2.2 | C=CCN1C(=O)/C(=C\C(C)=C\c2ccccc2)SC1=S
0.2 | CC(C)CCN1CCN(Cc2cccn2-c2ccccn2)CC1CCO (stereo not drawn)
-0.6 | COC(=O)CCN(C(C)=O)c1ccc(N)cc1
-0.9 | COC(=O)[C@@]12CCCCC=C1N(CCc1ccc(Cl)cc1)C(=O)[C@H]2CC(=O)NCc1cccc(C(F)(F)F)c1
-0.8 | CO/N=C/C(=N\Nc1cc(OC)cc(OC)c1)C(=O)c1ccccc1
2.7 | Cc1ccc(CNc2nc3ccccc3n2C)o1
1.1 | COC(=O)c1ccc(Cn2nc([N+](=O)[O-])c(Br)c2C)cc1
1.4 | CN(C)c1ccc(/C=N/NC(=O)c2ccccc2)cc1
0.3 | CC(/C=N/NC(=O)c1nnn(-c2nonc2N)c1CN1CCCCC1)=C\c1ccccc1

A draw from above in order of length of the SMILES, ascending.
TTR transcr act | SMILES
-0.6 | COC(=O)CCN(C(C)=O)c1ccc(N)cc1
-2.9 | CC1(C)CCC[C@]2(C)[C@H]3Cc4cc(O)ccc4O[C@]3(C)CC[C@@H]12
-0.9 | COC(=O)[C@@]12CCCCC=C1N(CCc1ccc(Cl)cc1)C(=O)[C@H]2CC(=O)NCc1cccc(C(F)(F)F)c1

Next section.
TTR transcr act | SMILES
-6.2 | Cc1ccc(NC(=O)c2ccc(Nc3c([N+](=O)[O-])cc([N+](=O)[O-])cc3[N+](=O)[O-])cc2)cc1
-1.5 | O=C(Nc1ccc(N2C(=O)[C@@H]3[C@H](C2=O)[C@@H]2C=C[C@H]3C2)c(Cl)c1)c1ccccn1
-0.1 | Cc1ccc(C(=O)NCC(=O)OCN2C(=O)c3ccccc3C2=O)cc1C
-2.2 | FC(F)Oc1ccc(-n2cc(-c3ccccc3)[n+]3c2CCCCC3)cc1
-2.1 | Cc1nc(Cl)cc(N/N=C/c2ccccc2)n1
-1.0 | CC(=O)N1CN(C2CC(C)(C)NC(C)(C)C2)Cc2c1sc1c2CCCC1
3.9 | Cc1nc(CSc2nsc(C)c2C#N)cs1
30.8* | CC1CCc2[nH]c3ccc(C(=O)N(C)CC(=O)Nc4ccccc4Br)cc3c2C1 (stereo not drawn)
-0.2 | Cc1ccc(Nc2ncnc(N)n2)cc1C
3.2 | CSc1ncc(C(=O)O)n1-c1ccc(F)cc1
-1.0 | Nn1c(Cc2ccccc2F)nnc1SCC(=O)Nc1cccc(S(=O)(=O)NC2=NCCCCC2)c1
78.4* | COc1ccc(C(=O)Nc2ccccc2C(=O)O)cc1Cl
-3.4 | C=CCN(C(=O)CCc1ccccc1OC)c1nc(-c2ccc(S(C)(=O)=O)cc2)cs1
-1.7 | O=C(Nc1cccc(C(F)(F)F)c1)c1sc(Cl)nc1C(F)(F)F
2.0 | c1ccc(Cn2nnc3cnccc32)cc1
-3.4 | COc1ccc(NS(=O)(=O)c2ccc(N/N=C(\C)c3ccncc3)c([N+](=O)[O-])c2)cc1
0.6 | Cc1ccc(NC(=O)c2ccc(NCCN)c([N+](=O)[O-])c2)cc1Cl
-1.5 | C=CCN(CC=C)C(=O)c1cccc(OC2CCN(CC(C)(C)C)CC2)c1
0.8 | Cc1cccc(CN2CCN(C3CCCC3)C(CCO)C2)n1 (stereo not drawn)
2.0 | Cc1ccn2c(CNCC3COCCO3)c(C(=O)N3CCCCCC3)nc2c1 (stereo not drawn)
2.9 | COc1ccccc1C(O)(c1ccccc1)c1ccccc1OC
-0.6 | COc1ccc(C2(CNC(=O)c3cccc([N+](=O)[O-])c3)CCOCC2)cc1
-0.4 | COC(=O)C1[C@H]2C(=O)N(Cc3cccs3)C[C@]23C=C[C@H]1O3 (stereo partly drawn)
-0.8 | COc1ccc(C(=O)CC(=O)c2ccccc2)cc1
-0.3 | CCOC(=O)C1CCN(Cc2cn[nH]c2-c2ccc(C)cc2)CC1
-0.1 | CCn1c2ccccc2c2cc(/C=N/O)ccc21
3.2 | CCc1cc(=O)n2c([nH]c3ccccc32)c1C#N
-0.8 | COc1ccc(-c2nnc(NC(=O)CSc3ccccc3)s2)cc1OC
3.9 | CCOC(=O)N1CCN(C(=O)c2cccc(NS(=O)(=O)c3ccc(F)c(F)c3)c2)CC1
-0.7 | Fc1ccccc1NC(=S)N(CCN1CCCCCC1)Cc1cccs1
1.1 | O=C1Nc2ccccc2SC(c2ccccc2)C1O (stereo not drawn)
3.8 | Cc1ccc(S(=O)(=O)N2CCOCC2)cc1C(=O)NCc1ccc(F)cc1
-2.3 | C#CCn1c(=O)cc(C)c2ccccc21
-1.5 | CC1(C)Cn2c(nnc2-c2cccc(O)c2)S1
-0.7 | COc1ccc(CCNC(=O)CCc2ccc(S(=O)(=O)NC(C)C)cc2)cc1OC
-0.4 | c1cncc(CSc2nnc3ccc(-c4ccncc4)nn23)c1
0.6 | CCC(C)NC(=O)Cn1c(=O)n(-c2ccc(OC)cc2)c(=O)c2ccc(C(=O)NCc3ccc(C)cc3)cc21 (stereo not drawn)
5.0 | Cn1ncc(N=Cc2ccccc2O)c1C(=O)N1CCOCC1
0.7 | CC(=O)Nc1c(C(=O)N2CCCCCC2)cnn1-c1ccccc1Cl
0.2 | COCCCN1C(=O)C(CC(=O)NCCCN(C)C)CC(C(=O)N(C(C)C)C(C)C)=C1C (stereo not drawn)
-1.2 | O=C(O)C(Cc1ccccc1)n1cnnn1 (stereo not drawn)
8.0 | CC(O)c1nc2ccc(C(=O)O)cc2[nH]1 (stereo not drawn)
-1.0 | CCn1c(=O)c(CCC(=O)N2CCN(c3ccccn3)CC2)c(C)c2c(C)nn(-c3ccccc3)c21
1.4 | Cc1ccc(C23CC4CC(CC(C(=O)NC(C(=O)O)C(C)C)(C4)C2)C3)cc1 (stereo not drawn)
1.0 | COc1cc(F)cc(C2=CC(=O)C[C@H](c3ccc(F)cc3)C2)c1
-4.5 | Cc1ccc(S(=O)(=O)Nc2ccc(NC(=O)Nc3cccc(C(F)(F)F)c3)cc2)cc1
0.1 | COCc1nnc(NC(=O)C23CC4CC(CC(C4)C2)C3)s1
2.3 | COc1cc(Cl)nn(-c2ccccc2)c1=O
2.1 | CN1C(=O)C(CC(=O)Nc2ccc(F)cc2)N(Cc2cccs2)C1=S (stereo not drawn)
1.7 | N#Cc1ccccc1Sc1ccccc1C(=O)Nc1ccc2ccccc2c1

Exported with bars between the fields: entries from further up.
compound | TTR transcr act
Fc1ccccc1NC(=S)N(CCN1CCCCCC1)Cc1cccs1 | -0.7
O=C1Nc2ccccc2SC(c2ccccc2)C1O (stereo not drawn) | 1.1
CCn1c2ccccc2c2cc(/C=N/O)ccc21 | -0.1
COc1ccc(-c2nnc(NC(=O)CSc3ccccc3)s2)cc1OC | -0.8
C#CCn1c(=O)cc(C)c2ccccc21 | -2.3
COc1ccc(CCNC(=O)CCc2ccc(S(=O)(=O)NC(C)C)cc2)cc1OC | -0.7

Marked active in TTR transcr act (from the list above):
TTR transcr act | SMILES
30.8* | CC1CCc2[nH]c3ccc(C(=O)N(C)CC(=O)Nc4ccccc4Br)cc3c2C1 (stereo not drawn)
78.4* | COc1ccc(C(=O)Nc2ccccc2C(=O)O)cc1Cl

Reprinted at random: 3 entries already listed.
TTR transcr act | SMILES
-1.5 | CC1(C)Cn2c(nnc2-c2cccc(O)c2)S1
-0.7 | Fc1ccccc1NC(=S)N(CCN1CCCCCC1)Cc1cccs1
0.2 | COCCCN1C(=O)C(CC(=O)NCCCN(C)C)CC(C(=O)N(C(C)C)C(C)C)=C1C (stereo not drawn)

The list continues:
TTR transcr act | SMILES
3.1 | COCCCNC(=S)N/N=C/c1ccc(O)cc1O
-3.0 | CC1CCC(CN2C(Nc3ccccc3)=NC[C@@H]2Cc2ccccc2)CC1 (stereo partly drawn)
1.3 | CCN(CC)S(=O)(=O)c1ccc(OC)c(NC(=O)c2ccc(N3CCCC3=O)cc2)c1
-0.9 | O=C(NCCC(=O)N1CCC2(CC1)NCCc1[nH]cnc12)c1ccc(Br)cc1
-0.5 | COc1ccc(-n2c(SCC(=O)Nc3ccc4c(c3)OCO4)nc3ccccc3c2=O)cc1
-2.7 | COc1cc2nc(NC(=O)c3ccccc3)sc(=O)c2cc1OC
-1.7 | FC(F)(F)c1ccc(-c2nnc(-c3cccnc3)o2)cc1
-2.9 | COc1ccc(-c2nc3ccccc3c(=O)n2CCCN2CCOCC2)cc1
1.7 | COc1cc(NC(=O)c2ccco2)c(OC)cc1NC(=O)CCC(=O)Nc1cc(C)ccc1C
1.1 | CCCCC(Sc1nc(N)c(NC(=O)c2ccc(OCC)cc2)c(=O)[nH]1)C(=O)O (stereo not drawn)
3.0 | O=C(CN1C(=O)C2C3C=CC(C3)C2C1=O)N1CC(=O)N(CCc2ccccc2)C(=O)C1 (stereo not drawn)
1.1 | O=C(O)C(=O)Cc1c[nH]c2ccccc12
-1.4 | O=C(Nc1nnc(CSCc2ccc(F)cc2)s1)c1cccc([N+](=O)[O-])c1
4.7 | O=C1N=C(N2CCOCC2)S/C1=C/c1ccc(-c2ccccc2Cl)o1
-0.4 | COc1ccc(C(=O)NNC(=O)CCc2ccccc2OC)cc1
-1.5 | CC(NC(=O)COC(=O)C1CSC2(C)CCC(=O)N12)C12CC3CC(CC(C3)C1)C2 (stereo not drawn)
0.1 | COc1cccc(CNC(=O)c2ccc3c(c2)S(=O)(=O)N=C2CCCCCN23)c1
-1.4 | O=C(c1cc2nc(-c3ccccc3)cc(C(F)(F)F)n2n1)N1CCCC1
0.2 | COC(=O)c1cc2occc2n1Cc1nc(-c2ccccc2C)oc1C
3.1 | COc1ccc(OC2C(=O)N(c3ccc(F)cc3)C2c2ccc(OC)c(OC)c2)cc1 (stereo not drawn)
-0.7 | CCC(Oc1ccccc1OC)C(=O)N1CC(=O)Nc2ccccc21 (stereo not drawn)
0.8 | O=C(O)/C(=C\c1ccccc1)c1ccccc1
-0.1 | COc1ccc(CN2C(=O)COc3ccccc3C2c2nc3ccccc3[nH]2)cc1 (stereo not drawn)
-3.1 | COc1ccccc1CNC(=O)c1cc(-c2ccccc2C)nn1CC1CC(c2cccnc2)=NO1 (stereo not drawn)
1.2 | CCc1nc2ccc(C(=O)N3CCN(C(C)=O)CC3)cn2c1N(CC)C(C)=O
-3.7 | CCc1c(C(=O)Nc2ncn(Cc3cccc(C)c3)n2)csc1C
-1.4 | CCN1CCN(c2ccc(S(=O)(=O)N3CCCCC3)cc2NC(=O)/C=C/c2ccc(Cl)cc2)CC1

Bioassay records (PubChem)
